Assay outcomes as filed in PubChem BioAssay.
KCNQ1 act – potentiators or activators of KCNQ1 channel, primary screen, cell-based, thallium flux, high-throughput | Potassium voltage-gated channel subfamily KQT member 1 (Homo sapiens), P51787 | CHO-K1 KCNQ1, thallium flux FluxOR fluorescence; hits give high values | B-score at 10 µM | 310,000 compounds, 0.35% hits | AID 2648, 2010;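 active = fluorescence ratio B-score, a plate-corrected score, at least three library SD, with initial intensity B-score within 5 SD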
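Material: CHO-K1 cells stably expressing KCNQ1. Medium: assay buffer for compound exposure, DMSO matched across wells. Reagent: K+/Tl+ depolarizing stimulus. Compound dosing: single-concentration screen. Times: 37 °C overnight plating, 90-min dark dye load, 20-min compound pretreatment. Technique: FluxOR Tl+ flux fluorescence.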
RGS4 inh – RGS4 inhibitors, primary screen, cell-based, HEK293 M3R inducible RGS4, calcium flux. Regulator of G-protein signaling 4 (Homo sapiens), P49798. Fluo-4 calcium flux; hits give high values; triggered by carbachol at its EC20. B-score at 10 µM. 310,000 compounds, 0.45% hits;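 active = B-score, a plate-corrected calcium signal, over three deviations above library mean, with baseline fluorescence within five deviations of library mean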;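 also: RGS4 expression induced by doxycycline in cells with stable M3 receptor; B-score is computed from the integrated fluorescence ratio over baseline after carbachol; higher B-score means a larger calcium signal and so more RGS4 inhibition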
GSK3B inh – human GSK3beta kinase inhibitors, primary screen, biochemical, cell-free homogeneous, HTS; activity score (negative = inhibition), % at 10 µM; AID 2097, 2009; GST-GSK3beta kinase, ADP-Glo luminescence, 60 min; hits give low values; Glycogen synthase kinase-3 beta (Homo sapiens), P49841; 300,000 compounds, 0.038% hits;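 active = more than half of replicate wells score below -50%, meaning over 50% inhibition versus plate controls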;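 also: 0% = median DMSO wells and -100% = median GW8510 positive control wells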
Target sequence (P49841 whole entry, looked up): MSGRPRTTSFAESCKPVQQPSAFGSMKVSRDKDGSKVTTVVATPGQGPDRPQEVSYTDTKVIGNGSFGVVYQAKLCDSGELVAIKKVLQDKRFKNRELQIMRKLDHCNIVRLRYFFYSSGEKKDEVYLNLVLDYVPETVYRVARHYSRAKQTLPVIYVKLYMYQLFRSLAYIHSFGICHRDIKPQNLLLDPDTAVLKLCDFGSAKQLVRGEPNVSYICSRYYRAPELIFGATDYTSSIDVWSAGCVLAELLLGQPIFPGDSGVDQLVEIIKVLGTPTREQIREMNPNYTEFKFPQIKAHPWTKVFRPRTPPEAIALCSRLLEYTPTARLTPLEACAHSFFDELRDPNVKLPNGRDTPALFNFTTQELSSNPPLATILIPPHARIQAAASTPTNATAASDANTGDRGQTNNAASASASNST
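Test system – GST-tagged human GSK3beta kinase, cell-free · Incubation – 60 min enzyme reaction, room temperature · Signal – ADP-Glo luminescence · Also added – peptide substrate and ATP at 25 µM · Controls – DMSO neutral wells and GW8510 at 20 µM as positive · Buffer or medium – Tris/MgCl2 kinase buffer · Measure – Luminescence-derived activity versus plate DMSO and GW8510 wells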
KCNK3 block – human KCNK3 channel inhibitors, primary screen, CHO cells, FluxOR thallium flux, B-score | Potassium channel subfamily K member 3 (Homo sapiens), O14649 | FluxOR fluorescence; hits give low values | B-score at 10 µM | 340,000 compounds, 0.84% hits;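 active = B-score under library mean minus 4 SD, starting fluorescence ratio at most library mean plus 5 SD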;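 also: more negative B-score means stronger inhibition of thallium flux through KCNK3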
hERG protect – hERG rescue from dofetilide block, primary screen, cell-based, CHO-hERG, FluxOR thallium flux, dofetilide IC70; Voltage-gated inwardly rectifying potassium channel KCNH2 (Homo sapiens), Q12809; dofetilide IC70 present; activation (rescue from dofetilide block), less the hit threshold, % at 10 µM; 310,000 compounds, 0.51% hits; AID 1511, 2009;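 active = activation above the mean of controls blocked by dofetilide plus 5 SD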;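 also: thallium influx through hERG after potassium depolarization seen as dye fluorescence rise; in these data hits start at about 4.7%; inactives centre near -7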
KCNQ1 inh – inhibitors of human KCNQ1 channel, primary screen, cell-based, thallium flux, high-throughput; B-score at 10 µM; CHO-K1 KCNQ1, FluxOR thallium flux fluorescence; hits give high values; AID 2642, 2010; 310,000 compounds, 1.3% hits;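 active = compounds whose thallium flux B-score, printed positive for inhibition, exceeds three library SD while starting fluorescence stays within three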;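 also: channel opened by potassium depolarization with thallium stimulus after 20 min compound exposure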
RGS4 act – RGS4 potentiators or activators, primary screen, cell-based, HEK293 M3R inducible RGS4, calcium flux; carbachol calcium flux Fluo4; hits give low values; B-score at 10 µM; 310,000 compounds, 0.92% hits; AID 463111, 2010;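 active = B-score of the integrated calcium signal more than 4 SD below the library mean, with starting fluorescence not abnormally high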;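 also: negative B-score means reduced calcium response which marks RGS4 activation or potentiation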
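Material: M3R-expressing HEK293 line, RGS4 induced by doxycycline | Schedule: Overnight RGS4 induction, 30 min dye load 37 °C, 20 min compound RT | Measured by: Fluo4 fluorescence kinetic imaging of calcium | Read-out: Integrated calcium ratio converted to B score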
Dyrk1A ADPGlo – rat Dyrk1A kinase inhibitors, primary screen, biochemical, single point, plate reader; Dual specificity tyrosine-phosphorylation-regulated kinase 1A (Rattus norvegicus), Q63470; ADP-Glo luminescence, NFATc1 peptide; inhibition, % at 12.5 µM; 310,000 compounds, 0.43% hits; in the data active = inhibition above about 50%;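 also: plate controls were vehicle with enzyme for no effect and no enzyme for full effect; many of its hits are not listed in these tables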
KCNK9 block – KCNK9 potassium channel inhibitors, primary screen, HEK293 cells, thallium flux; B-score at 10 µM; AID 488922, 2010; 310,000 compounds, 1.2% hits; FluxOR thallium flux fluorescence; hits give low values;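 active = ratio B-score over 3 SD below the library mean, with starting fluorescence within 5 SD of its mean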;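 also: negative B-score means less thallium flux so channel inhibition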
PolyA inh – polyadenylation inhibitors in yeast reporter cells, primary screen, luminescence, S. cerevisiae; S. cerevisiae SKY197-pL101 polyadenylation reporter, beta-gal luminescence; efflux-impaired pdr1/pdr3 knockout yeast; score 100 = 6 SD above DMSO; calls only at 12 µM; 300,000 compounds, 0.02% hits;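 active = lowest replicate activity score at least 50, where 100 means six control SD above control mean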;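 also: yeast exposed to compound for 9 h at 30 °C; higher score means more reporter readthrough which indicates perturbed polyadenylation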
GSK3 alpha inh – blockers of GSK3A enzyme activity – biochemical, luminescence, cell-free homogeneous, HTS, primary screen; inhibition, % at 10 µM; Glycogen synthase kinase-3 alpha (Homo sapiens), P49840; 320,000 compounds, 0.1% hits; GSK-3 alpha kinase, ADP-Glo luminescence, 60 min;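 in the data active = inhibition above about 50%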;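 also: GST-tagged GSK-3 alpha with peptide substrate and 25 µM ATP; 0% = DMSO neutral wells and 100% = GW8510 positive control wells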
Target sequence (P49840 whole entry, looked up): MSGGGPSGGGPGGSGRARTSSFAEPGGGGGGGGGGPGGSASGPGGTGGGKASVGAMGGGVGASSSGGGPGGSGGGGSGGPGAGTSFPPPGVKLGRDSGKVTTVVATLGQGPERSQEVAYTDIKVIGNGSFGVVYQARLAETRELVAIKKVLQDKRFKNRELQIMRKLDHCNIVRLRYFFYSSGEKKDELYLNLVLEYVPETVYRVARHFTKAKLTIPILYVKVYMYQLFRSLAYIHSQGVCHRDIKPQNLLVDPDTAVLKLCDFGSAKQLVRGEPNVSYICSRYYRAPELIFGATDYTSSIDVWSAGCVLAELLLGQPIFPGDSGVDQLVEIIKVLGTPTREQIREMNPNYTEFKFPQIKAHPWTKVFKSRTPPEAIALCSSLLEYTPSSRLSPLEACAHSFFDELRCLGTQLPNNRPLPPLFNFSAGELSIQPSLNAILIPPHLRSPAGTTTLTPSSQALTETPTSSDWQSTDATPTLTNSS
* = called active by the depositor; i = inactive; · = not tested or not shown. An excerpt; count on the stated rates, not on these rows.

The line under a structure holds: RGS4 inh	KCNK3 block	RGS4 act	Dyrk1A ADPGlo	hERG protect	KCNQ1 act	GSK3 alpha inh	GSK3B inh	KCNQ1 inh	KCNK9 block	PolyA inh
1. Cc1cccc(-c2cc3nc(C)cc(NCCCn4ccnc4)n3n2)c1
  i	i	i	12	-10	i	-21	1	i	i	i
2. Cc1ccc2nc(N3C(=O)C(O)=C(C(=O)c4ccc(C)o4)C3c3cccc(O)c3)sc2c1 (stereo not given)
  i	i	i	·	-12	i	-3	-5	i	i	i
3. CCn1c(SCC(=O)N2CCN(c3ccccc3F)CC2)nnc1-c1ccoc1C
  i	i	i	-2	-3	i	3	4	i	i	i
4. CC1(C)Cc2nc(NCCN3CCOCC3)c(C#N)cc2CO1
  i	i	i	-2	-13	i	2	-2	i	i	i
5. CC(C)Cc1nnc(NC(=O)CSc2nc(N)cc(=O)[nH]2)s1
  i	i	i	-4	-14	i	0	1	i	i	i
6. COc1cc(C(=O)CCN2CCC(c3ccccc3)C2)cc(OC)c1OC (stereo not given)
  i	i	i	-7	-15	11*	-6	0	i	i	i
7. CCCS(=O)(=O)N1CCC(C(=O)NC2CCCCC2C)CC1 (stereo not given)
  i	i	i	8	-1	i	1	-5	i	i	i
8. O=C(CSc1nnc(-c2ccco2)n1Cc1ccco1)N1CCOCC1
  i	i	i	-5	-6	i	1	-26	i	i	i
9. COc1cccc(-n2cnc3scc(-c4cccs4)c3c2=O)c1
  i	i	i	6	-9	i	-1	0	i	i	i
10. CC(=O)c1ccc(NC(=O)c2sc3nc(N4CCOCC4)c4c(c3c2N)CCCC4)cc1
  i	i	i	-2	-7	i	-2	7	i	i	i
11. COc1cccc(CNC(=O)c2cccnc2Sc2ccc(C)cc2C)c1
  i	i	i	9	-13	i	-1	-3	i	i	i
12. CCN(CC)C(=O)c1sc(NC(=O)c2c(OC)cccc2OC)c(C#N)c1C
  i	i	i	2	-7	i	-3	4	i	i	i
13. CCc1nnc(NC(=O)CSc2nnc(-c3ccco3)n2CC)s1
  i	i	i	0	-9	i	1	2	i	i	i
14. C=C(C)CNC(=S)N/N=C1\CCCCc2ccccc21
  i	i	i	0	-6	i	-3	2	i	i	i
15. CC(C)C(=O)N1C2CCC1CC(O)(c1ccc(F)cc1)C2 (stereo not given)
  i	i	i	2	-11	i	-2	-2	i	i	i

More entries:
The line under a structure holds: RGS4 inh	KCNK3 block	RGS4 act	Dyrk1A ADPGlo	hERG protect	KCNQ1 act	GSK3 alpha inh	GSK3B inh	KCNQ1 inh	KCNK9 block	PolyA inh
16. Nc1nc(=S)[nH]c2c1C1(CCCCC1)Cc1ccccc1-2
  i	i	i	1	-3	i	-2	-10	i	i	i
17. CCCCCC(=O)NC(=S)NNC(=O)c1ccc([N+](=O)[O-])cc1
  i	i	i	-5	-3	i	0	1	i	i	i
18. CCNc1nc(Oc2c(Cl)cccc2Cl)cc(C(F)(F)F)n1
  i	i	i	-3	-13	i	-1	0	i	i	i
19. CN1CCN(CCC(=O)Nc2cccc(F)c2)CC1
  i	i	i	-3	-4	i	4	-2	i	i	i
20. CCCC(C)C(=O)Nc1ccc(F)c(Cl)c1 (stereo not given)
  i	i	i	·	-8	i	0	3	i	i	i
21. O=C(C(Cl)Cl)N1CCN(Cc2ccccc2)CC1
  i	i	i	-1	-6	i	3	2	i	i	i
22. CCOC(=O)C1=C(C)NC(=O)NC1c1ccsc1 (stereo not given)
  i	i	i	7	-4	i	0	2	i	i	i
23. Cc1cc(-c2n[nH]c(=S)n2CC(C)C)cs1
  i	i	i	-7	-5	i	-1	6	i	i	i
24. COc1ccc(NC(=O)CCCn2c(=O)c3sccc3n(Cc3ccc(C)cc3)c2=O)cc1
  i	i	i	-6	-9	i	3	-1	i	i	i
25. CNS(=O)(=O)c1ccc2nc(NC(=O)/C=C/c3ccco3)sc2c1
  i	i	i	·	-17	i	0	0	i	i	i
26. CCc1noc(C)c1C(=O)N1CCC(CCC(=O)Nc2cccc(C)c2)CC1
  i	i	i	-1	-7	i	-1	0	i	i	i
27. CCc1ccnc(NS(=O)(=O)c2ccc3c(c2)OCCO3)c1
  i	i	i	·	-9	i	-1	0	i	i	i
28. O=C(Nc1ccc2[nH]c(=S)sc2c1)Nc1ccccc1F
  i	i	i	16	11*	15*	-1	-1	i	i	i
29. Cc1ccc(C(=O)Nc2ccc(N3CCN(C)CC3)cc2)cc1
  i	i	i	2	-6	i	0	·	i	i	i
30. C/C(=N\NC(=O)c1ccccc1C)c1ccc(NC(=O)c2cccs2)cc1
  i	i	i	1	-6	i	-4	-1	i	i	i

Next part.
The line under a structure holds: RGS4 inh	KCNK3 block	RGS4 act	Dyrk1A ADPGlo	hERG protect	KCNQ1 act	GSK3 alpha inh	GSK3B inh	KCNQ1 inh	KCNK9 block	PolyA inh
31. CC(C)(CO)NCC(=O)Nc1cc(C(F)(F)F)cc(NC(=O)CNC(C)(C)CO)c1Cl
  i	i	i	-2	-9	i	-3	2	i	i	i
32. Cn1ncc(Cl)c(Oc2ccccc2)c1=O
  i	i	i	0	-8	i	-3	0	i	i	i
33. O=C(CCN1CCc2ccccc2C1)Nc1ccc2c(c1)OCO2
  i	i	i	4	-11	i	-2	0	i	i	i
34. CCN(CC)S(=O)(=O)c1ccc(Cl)c(C(=O)OCC(=O)c2c(N)n(C)c(=O)n(C)c2=O)c1
  i	i	i	0	-13	i	0	2	i	i	i
35. CCN(C(=O)/C=C/c1ccc(OC)cc1)C1CCCCC1
  i	i	i	1	-8	i	0	1	i	i	i
36. CCN1CCN(c2ccc(N=Cc3ccccc3O)cc2)CC1
  i	i	i	·	-4	i	-2	-1	i	i	i
37. Cc1sc2nc3n(c(=O)c2c1C)CCCS3
  i	i	i	·	-8	i	0	0	i	i	i
38. COc1ccc(S(=O)(=O)N(C)CC(=O)N2CCC(C(N)=O)CC2)cc1Cl
  i	i	i	-3	-10	i	0	0	i	i	i
39. Cc1ccc(S(=O)(=O)N2CCC(C(=O)N[C@H](C(=O)NC3CCS(=O)(=O)C3)C(C)C)CC2)cc1 (stereo not given in full)
  i	i	i	1	-2	i	·	0	i	i	i
40. CCOc1cccc(CNc2ccc(O)cc2)c1OCc1ccccc1Cl
  i	i	i	4	-21	i	25	1	i	i	i
41. CCOC(=O)c1ccc(NC(=S)N2CCN(S(C)(=O)=O)CC2)cc1
  i	i	i	0	-14	i	0	-1	i	i	i
42. Cc1ccc2nc(-c3ccc4c(c3)NC(=O)CO4)cn2c1
  i	i	i	7	-6	i	-1	-26	i	i	i
43. CCOC(=O)CNC(=O)CSc1ccc2nnc(-c3cccnc3)n2n1
  i	i	i	5	1	i	-1	4	i	i	i
44. CC1=C(C(=O)OC(C)C)C(c2ccccn2)n2ncnc2N1 (stereo not given)
  i	i	i	-1	-9	i	7	-3	i	i	i
45. COc1ccc(CCN(C)C(=O)CCc2nnc(-c3ccccc3)o2)cc1OC
  i	i	i	0	-9	i	8	1	i	i	i

More structures
The line under a structure holds: RGS4 inh	KCNK3 block	RGS4 act	Dyrk1A ADPGlo	hERG protect	KCNQ1 act	GSK3 alpha inh	GSK3B inh	KCNQ1 inh	KCNK9 block	PolyA inh
46. CC1CN(C2=CC(=O)CCC2)CC(C)O1 (stereo not given)
  i	i	i	-1	-10	i	1	-1	i	i	i
47. CCCC(=O)NC(Nc1ccccc1OC)C(Cl)(Cl)Cl (stereo not given)
  i	i	i	0	2	i	-1	1	i	i	i
48. Cc1ccc(S(=O)(=O)Cn2nnnc2C(c2ccccc2)N2CCN(c3ncccn3)CC2)cc1 (stereo not given)
  i	i	i	4	-3	i	0	2	i	i	i
49. COCCN1C2=C(C(=O)CC(C)(C)C2)C(c2ccc(O)c(OC)c2)C2=C1CC(C)(C)CC2=O
  i	i	i	6	-5	i	-2	0	i	i	i
50. COc1ccc(OC)c(NC(=O)CS(=O)(=O)Cc2ccccc2)c1
  i	i	i	-2	-5	i	·	2	i	i	i
51. CS(=O)(=O)N1CCN(C(=O)C2c3ccccc3Oc3ccccc32)CC1
  i	i	-7.5*	-2	-8	i	-3	0	i	i	i
52. CCOc1ccccc1NC(=O)c1cccc2ccccc12
  i	i	i	·	-2	i	-2	5	i	i	i
53. Cc1oc2cc(OC(=O)c3ccco3)ccc2c(=O)c1-c1nc2ccccc2n1C
  i	i	i	-2	-4	i	0	0	i	i	i
54. O=C(CC(c1ccco1)C1CCCCC1=O)c1ccccc1 (stereo not given)
  i	i	i	0	-5	i	-1	2	i	i	i
55. CCCN1CCN(C(=O)c2c(Cl)cnn2C)CC1
  i	i	i	-1	-7	i	1	0	i	i	i
56. COC(=O)c1ccc(NC(=S)NNC(=O)c2ccccc2)cc1
  i	i	i	10	-1	i	-1	3	i	i	i
57. O=[N+]([O-])c1ccccc1/C=C/C=N/Nc1nc(N2CCCCC2)nc(N2CCCCC2)n1
  i	i	i	-1	-12	i	-1	4	i	i	i
58. Cc1cc(C)cc(NC(=O)c2ccc(N3C(=O)C4CCCCC4C3=O)cc2)c1 (stereo not given)
  i	i	i	-11	-8	i	3	3	i	i	i
